# Shn3 3UTR inh: Schnurri-3 reporter inhibition in Clone20 osteoblasts; Clone20 osteoblast Shn3 3'UTR firefly luciferase, 24 h; actives 0.52% (n = 360,000); AID 588674; inhibition, % at 12.5 µM;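 active means mean inhibition of at least 75% with every replicate also reaching 75%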;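 further: 0% = median of neutral control wells and 100% = pilot-screen positive control compound; some compounds past the cut are filed as inactive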
# HIF-2a block: HIF-2a inhibition | 786-0 RCC cells HIF-2a reporter, luciferase luminescence, overnight | inhibition, % at 18.8 µM | actives 0.72% (n = 360,000);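 active means inhibition of the luminescence signal of 40% or more relative to plate controls, in a single-dose primary screen at 18.75 µM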
# NR2E3 ag-1: activates human photoreceptor nuclear receptor NR2E3; actives 0.12% (n = 320,000); Q9Y5X4; AID 2300; GST-NR2E3/biotin-RetCOR TR-FRET, 1536-well; inhibition of corepressor binding, % at 4.78 µM;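 active means percent inhibition above the cutoff of mean plus 3 SD of all tested compounds, set per screening campaign, cut at about 20% in these data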;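 further: 0% = DMSO wells and 100% = biotin wells as full block of FRET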
#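 System: GST-tagged NR2E3 plus biotinylated RetCOR corepressor; Buffer or medium: pH 7.5 Tris-based buffer; Probe or stimulus: RetCOR corepressor, biotinylated, 7 nM; Doses: compound at 4.8 µM, single dose; Schedule: 5 h incubation at 4 °C; Technique: time-resolved FRET; Evaluation: percent inhibition of TR-FRET ratio; Replication: one well per compound, singlicate testing.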
# NR2E3 ag-2: activates human NR2E3 receptor; actives 0.35% (n = 360,000); inhibition of corepressor binding, % at 3.98 µM; AID 602229; Q9Y5X4; CHO-S Gal4-NCOR/VP16-NR2E3 two-hybrid, luciferase;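 active means inhibition above the mean of all tested compounds plus 3 SD, cut at about 70% in these data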;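 further: 0% = DMSO with NR2E3 transfected cells and 100% = cells lacking NR2E3 construct; higher means lower luciferase signal from less NR2E3 corepressor binding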
# iPSC survival up: enhancers of human iPSC single-cell survival | hiPSC single-cell survival, ATPlite luminescence; 100% = ROCK inhibitor wells, 0% = DMSO | survival enhancement, % at 20 µM | AID 602274 | actives 0.044% (n = 360,000); in the data active means survival enhancement above about 18%;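 further: cells exposed to compounds for 16 hours before the ATP read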
# HTR2A ag: mouse HTR2A agonism via beta-arrestin recruitment; actives 0.66% (n = 360,000); P35363; activation, % at 7.6 µM; CHO-K1 mHTR2A beta-arrestin complementation, luminescence; percent of 30 µM serotonin response;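 active means activation above a run cutoff, the mean activation of all tested compounds plus 3 SD, cut at about 14% in these data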;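 further: 0% = plate median of compound wells and 100% = 30 µM serotonin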
# Target sequence (P35363 whole entry, looked up): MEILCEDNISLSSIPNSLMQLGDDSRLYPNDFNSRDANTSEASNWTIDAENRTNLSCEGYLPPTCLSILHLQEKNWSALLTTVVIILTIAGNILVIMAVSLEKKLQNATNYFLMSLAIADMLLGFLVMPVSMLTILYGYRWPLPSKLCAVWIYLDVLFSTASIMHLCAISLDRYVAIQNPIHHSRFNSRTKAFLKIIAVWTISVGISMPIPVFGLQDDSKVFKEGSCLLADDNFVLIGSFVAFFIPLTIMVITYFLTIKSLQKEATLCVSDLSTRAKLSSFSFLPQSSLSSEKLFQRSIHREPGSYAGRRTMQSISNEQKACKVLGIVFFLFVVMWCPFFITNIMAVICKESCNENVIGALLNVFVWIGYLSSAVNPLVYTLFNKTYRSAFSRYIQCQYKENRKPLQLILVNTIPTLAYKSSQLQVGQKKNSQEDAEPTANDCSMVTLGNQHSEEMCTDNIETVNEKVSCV
# PDI turbidity: blocks human protein disulfide isomerase activity; inhibition, % at 10 µM; actives 0.052% (n = 350,000); PDI insulin aggregation turbidity, A650, 90 min;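 active means mean inhibition across replicates of 30% or more, whatever share of single replicates reach that level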;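 further: absorbance from insulin aggregation driven by PDI reduction with DTT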
# Target sequence (P07237 whole entry, looked up): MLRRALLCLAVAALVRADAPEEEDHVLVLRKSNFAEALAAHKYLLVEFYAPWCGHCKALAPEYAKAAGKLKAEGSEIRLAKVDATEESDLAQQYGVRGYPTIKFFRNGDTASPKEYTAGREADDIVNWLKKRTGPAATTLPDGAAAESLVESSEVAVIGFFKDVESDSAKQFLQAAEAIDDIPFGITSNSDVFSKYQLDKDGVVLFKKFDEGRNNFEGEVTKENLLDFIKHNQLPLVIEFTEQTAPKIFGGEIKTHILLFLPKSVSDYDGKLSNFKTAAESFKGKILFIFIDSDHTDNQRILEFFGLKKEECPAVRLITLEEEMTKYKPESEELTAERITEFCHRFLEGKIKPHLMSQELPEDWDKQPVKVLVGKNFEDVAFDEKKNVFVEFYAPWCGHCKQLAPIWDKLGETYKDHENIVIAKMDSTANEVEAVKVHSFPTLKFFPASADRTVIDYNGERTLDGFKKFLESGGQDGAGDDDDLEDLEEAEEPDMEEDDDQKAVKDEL
# MITF TRPM1 inh: MITF TRPM1 promoter inhibition in SK-MEL-5 cells | SK-MEL-5 TRPM1 promoter luciferase, 24 h | inhibition, % at 12.5 µM | actives 0.83% (n = 330,000);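 active means mean inhibition across replicates of 60% or more, whatever share of single replicates reaches that level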; further: values of inactives mirror those of a sister screen read the other way
# Peg3 prom inh: Peg3 promoter activity inhibition; actives 1.7% (n = 360,000); inhibition, % at 20 µM; HeLa PEG-Prom luciferase reporter, luminescence, overnight;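 active means inhibition of at least 50% at 20 µM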
# CaV13 FRET inh: Disruptors of the CACNA1D IQ motif to Ca2+-dependent inactivation inhibitor domain association, primary screening, Förster resonance energy transfer in intact living …; HEK cells, CFP/YFP FRET ICDI-IQ, plate reader, 10 min; percent FRET-ratio fall versus neutral wells; inhibition, % at 12.3 µM; actives 0.098% (n = 340,000);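 active means mean replicate inhibition of at least 30% and at least 1% of replicates passing that level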;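 further: 0% = median of the neutral control wells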
# Cardio protect: modulators protecting cardiomyocytes from myocardial damage | H9c2 cardiomyocytes, H2O2 injury protection, ATPLite, 2 h | protection from H2O2 cell death, % at 20 µM | actives 0.63% (n = 360,000) | AID 588492;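 active means compounds giving at least 50% protection of heart cells from peroxide-induced death in the single-dose screen, raw or plate-pattern-corrected value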;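 further: 0% = DMSO wells with peroxide and 100% = DMSO wells without peroxide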
# * hit, by the source's call; / = no result given.
SMILES,Shn3 3UTR inh,HIF-2a block,NR2E3 ag-1,NR2E3 ag-2,iPSC survival up,HTR2A ag,PDI turbidity,MITF TRPM1 inh,Peg3 prom inh,CaV13 FRET inh,Cardio protect
O=C(COc1nc2ccccc2nc1N1CCOCC1)Nc1cccc(S(=O)(=O)N2CCCCC2)c1,23,21,2,-29,2.7,-1,-1,-6,16,-5,-3
COC(=O)C1CC2=C(CCCC2=O)N(Cc2ccccc2)C1=O (stereo unspecified),12,10,/,-11,-1.2,-5,4,-5,9,-7,10
Cc1c(C(=O)C(=O)NCc2ccco2)c2ccccc2n1C,-26,12,-1,1,-0.7,0,0,-5,-7,-2,7
Cc1ccc(OCC(=O)N/N=C/c2cccnc2)cc1,-2,6,2,-6,0.5,2,11,13,-1,-6,0
COc1ccc(NC(=O)c2cn(C)c(=O)c3cc(OC)c(OC)cc23)c(OC)c1,2,0,2,-27,-0.1,-1,1,-2,5,-4,1
CC(C)(CN1CCCCC1)NS(=O)(=O)c1ccc(Cl)cc1,-8,11,-5,4,-2.2,-4,2,-1,-3,-1,5
COc1ccc(-c2nn(-c3ccccc3)cc2/C=C\C(=O)Nc2ccc(C(=O)O)cc2)cc1,10,-5,-2,3,0.4,-1,8,13,3,-37,26
Cc1ccc(C)c(C(=O)COC(=O)CNS(=O)(=O)c2ccccc2)c1,3,1,3,-20,1.6,7,-43,-2,11,-7,-6
FC(F)(F)c1ccc(/C=N/NC(=S)NC2CCCCC2)cc1,62,-56,1,-29,2.4,1,-7,5,0,-18,-16
Cc1noc(C)c1CC(=O)N1CCCC(C(=O)c2ccc(C(C)(C)C)cc2)C1 (stereo unspecified),2,0,4,6,0.4,0,4,-2,8,-3,-8
Nc1ccc(C(=O)OCc2nc3c(ccc4ccccc43)[nH]2)cc1,-108,-241,-1,-80,0.5,-3,5,-41,-236,/,-9
COc1cc(CN2CCCC(C(=O)Nc3ccccc3Oc3cccnc3)C2)ccc1F (stereo unspecified),8,17,1,-4,0.7,-1,8,4,16,-2,5
O=C(Nc1nnc(-c2ccccc2F)s1)c1ccccc1F,-86,-245,1,-45,-0.3,2,2,-23,-104,-4,0
COCCNC(=O)c1c(CS(=O)(=O)c2ccccc2)noc1C(=O)NCc1ccccc1,1,2,0,-4,-3.0,6,-4,0,1,-6,6
COc1ccc2c(c1)C=C(CN1CCC(CO)(CCc3ccccc3)CC1)CO2,44,10,3,-14,-0.3,-6,-5,8,15,2,-1
CN(CC1CCCN(CCc2ccccc2F)C1)C(=O)c1cc2ccccc2o1 (stereo unspecified),1,-2,/,-4,-1.8,0,-3,/,1,-10,4
CCC(C)NC(=O)CSc1ccc(Cl)cc1 (stereo unspecified),/,-42,2,1,-1.8,-3,-8,-7,-20,-5,-6
O=C(NCCCc1ccccc1)[C@@H]1Cc2ccccc2CN1,6,-31,1,-31,1.5,-5,-2,0,-13,-2,-3
CCOC(=O)C1=CCN(S(=O)(=O)c2ccc(F)cc2)C1c1ccc(C)cc1 (stereo unspecified),4,10,/,1,-1.1,-5,/,/,20,-6,-2
COC(=O)c1c(C)cc(C)c2c1CC(C)(C)C2=O,-5,20,0,-9,1.1,10,8,2,20,7,-3
Cn1c(CSCc2ccc(Cl)c(Cl)c2)n[nH]c1=S,16,12,-1,11,-0.9,4,9,-6,-11,-3,-6
COC(=O)Nc1ccc(S(=O)(=O)N2CCCc3cccc(O)c32)cc1,17,9,0,21,1.1,0,2,/,14,0,-12
COc1nc(C)nc(C)c1Oc1ccc(Cl)cc1Cl,19,13,1,-18,0.7,-4,2,-8,0,-20,-4
CCOC(=O)Cn1c(=NC(=O)CSC(C)=O)sc2ccccc21,7,7,1,-31,-1.6,-6,/,/,7,-10,-3
Cc1csc(NC(=O)CSc2ccc3nnc(-c4ccncc4)n3n2)n1,-4,19,3,18,-0.4,9,10,-10,5,-5,2
CCOC(=O)CC(NS(=O)(=O)Cc1ccccc1)c1ccc(C)cc1 (stereo unspecified),8,11,-1,-4,1.3,3,-7,-3,-3,-3,-4
Nn1c(N2CCCCC2)nc2ccccc21,1,-42,-2,-1,-3.4,4,2,-7,-16,-4,-1
CCCc1nnc(SCC(=O)N2C(C)CCCC2C)n1CC1CCCO1 (stereo unspecified),9,12,1,1,0.4,2,0,-1,13,-6,-1
Cc1cccc(Cl)c1OCCCn1ccnc1,5,15,-1,-14,0.8,-3,11,6,15,-1,6
CN1CCC(NC(=O)c2ccncc2)CC1,2,18,2,14,-0.2,-4,1,-7,-12,-4,-10
C=CCN1C(=O)c2ccc(C(=O)N(C)CC(=O)Nc3ccccc3C(F)(F)F)cc2C1=O,-1,8,-2,-18,0.3,4,2,2,26,-3,0
COc1ccc(CCN(Cc2ccc(C(C)C)cc2)S(=O)(=O)c2ccc(S(=O)(=O)N(C)C)cc2)cc1OC,13,25,1,0,-1.1,5,-6,-8,32,-5,-10
Cc1nn(CCC(=O)NCCc2ccccc2Cl)c(=O)c2nn(-c3ccccc3)c(C)c12,-3,12,-1,-24,-0.6,-3,3,3,5,-4,0
O=C(CN(C(=O)CNS(=O)(=O)c1ccccc1)c1ccc2c(c1)OCCO2)NC1CCCCC1,9,1,0,-22,-1.5,5,-4,9,6,/,-1
Cc1nn(-c2ccccc2)c(Oc2ccccc2)c1C=O,15,19,2,9,-1.2,-3,-3,5,21,-3,-6
O=C(Nc1cccnc1)c1ccc(-c2cc(Cl)ccc2Cl)o1,14,-134,-2,26,-1.3,0,-5,-25,-53,-2,4
O=C(Nc1ccccc1)C(=O)Nc1cccnc1,-9,-133,3,-116,0.1,22*,8,-35,-110,-21,-8
C(=C\c1ccccc1)/CN1CCN(Cc2nc(Cc3ccccc3)no2)CC1,5,4,0,15,-1.8,0,-1,6,3,-2,-4
O=Cc1ccc(Oc2nc(Cl)ncc2F)cc1,-6,16,/,4,0.4,5,-1,0,-4,-5,13
Cc1ccc2c(c1)[nH]c1c(=O)n(Cc3ccco3)cnc12,-82,-223,1,-20,-0.6,-2,3,-80,-125,-1,-8
O=C(Nc1ccc(F)cc1)c1cc(S(=O)(=O)Nc2ccc(F)cc2)cs1,22,-15,1,19,-3.8,-6,-2,12,24,-5,-10
O=C1C2C3C=CC(C3)C2C(=O)N1CNc1ccccn1 (stereo unspecified),4,19,-1,-40,-0.4,-1,-9,-5,4,-5,-6
CC(CCc1ccccc1)NC(=O)c1ccc(Cl)nc1 (stereo unspecified),6,5,-2,4,0.8,0,2,0,16,-5,-2
CC(Oc1ccc(Cl)cc1)C(=O)Nc1ccc(S(=O)(=O)Nc2nccs2)cc1 (stereo unspecified),1,10,0,-2,-0.2,5,-36,9,6,-4,1
CC1CCC2C(=O)N(c3ccc(NC4CCCCC4)c([N+](=O)[O-])c3)C(=O)C2C1 (stereo unspecified),12,15,-4,-50,-0.5,-3,14,5,1,-5,-9
O=S(=O)(Nc1ccc(Cl)cn1)c1ccc(F)cc1,5,19,3,9,3.7,-1,-32,5,9,-1,2
O=C(O)CCn1c(C(=O)O)cc2sccc21,2,23,1,14,0.1,6,-6,11,11,/,-2
Cc1ccccc1Cn1c(C(=O)OC(C)C)cc2c1ccn2C,-3,16,-4,-9,-2.0,-2,-6,3,12,-4,-11
COC(=O)[C@]12CCCCC=C1N(Cc1ccc(Cl)cc1Cl)C(=O)[C@H](CC(=O)N1CCCC1)C2,/,-3,/,-26,-0.3,2,/,/,/,-10,/
Cc1ccc(NC(=O)C2C3CC4OC(=O)C2C4C3)cc1Cl (stereo unspecified),-23,4,-2,-16,0.0,-2,6,1,10,-2,-2
Cc1cc(C)n(-c2ccc(S(N)(=O)=O)cc2[N+](=O)[O-])n1,17,13,-3,12,-0.1,-2,7,5,2,-2,-8
ON/C=N/C(=S)Nc1ncc(C(F)(F)F)cc1Cl,-22,6,3,-11,-0.5,-4,-1,-5,-5,1,14
COc1ccc2[nH]cc(CCN3C(=O)c4ccc(C(=O)O)cc4C3=O)c2c1,-75,-247,/,-55,-0.5,19*,-2,-41,-231,-7,9
CC1(C)CC(=O)C=C(NCC2CCCO2)C1 (stereo unspecified),-7,22,-2,-1,-1.1,0,14,0,13,-10,-6
C/C(CC(=O)Nc1ccc2c(c1)OCCO2)=N\NC(=O)COc1cccc(C)c1,-4,-17,-1,-9,-0.2,-9,-2,10,-9,-3,-8
COc1cccc(/C=N/n2cnc3ccccc32)c1OC,-94,-268,0,-123,-1.5,0,-5,-69,-345,-5,3
O=S(=O)(Nc1ccc2cn[nH]c2c1)c1ccc(Cl)cc1,29,15,2,17,0.3,-2,0,17,24,/,-3
CCn1c(-c2ccccc2)c[nH]c1=S,-2,10,5,12,-0.3,5,-5,1,-19,/,0
Cc1ccc(Cn2nnc3c(=O)[nH]c(C4CCN(S(=O)(=O)c5ccccc5)CC4)nc32)cc1,-1,24,2,33,2.9,-1,-3,-2,18,-9,5
Cc1nc2c(C(=O)N3CCOCC3)cnn2c(C)c1Cc1ccc(Cl)cc1,16,12,-2,22,-1.0,4,13,2,14,-9,-8
COC(=O)c1c(NC(=O)c2cccnc2)sc(C)c1C,12,5,3,-17,-2.5,7,2,14,6,/,12

# An excerpt from above in order of heavy-atom count, largest number first.
SMILES,Shn3 3UTR inh,HIF-2a block,NR2E3 ag-1,NR2E3 ag-2,iPSC survival up,HTR2A ag,PDI turbidity,MITF TRPM1 inh,Peg3 prom inh,CaV13 FRET inh,Cardio protect
COC(=O)[C@]12CCCCC=C1N(Cc1ccc(Cl)cc1Cl)C(=O)[C@H](CC(=O)N1CCCC1)C2,/,-3,/,-26,-0.3,2,/,/,/,-10,/
C/C(CC(=O)Nc1ccc2c(c1)OCCO2)=N\NC(=O)COc1cccc(C)c1,-4,-17,-1,-9,-0.2,-9,-2,10,-9,-3,-8
COc1ccc2[nH]cc(CCN3C(=O)c4ccc(C(=O)O)cc4C3=O)c2c1,-75,-247,/,-55,-0.5,19*,-2,-41,-231,-7,9
Cc1ccc(NC(=O)C2C3CC4OC(=O)C2C4C3)cc1Cl (stereo unspecified),-23,4,-2,-16,0.0,-2,6,1,10,-2,-2
O=S(=O)(Nc1ccc2cn[nH]c2c1)c1ccc(Cl)cc1,29,15,2,17,0.3,-2,0,17,24,/,-3
CC1(C)CC(=O)C=C(NCC2CCCO2)C1 (stereo unspecified),-7,22,-2,-1,-1.1,0,14,0,13,-10,-6
